Bioassay records: PubChem BioAssay, National Center for Advancing Translational Sciences (NCATS)
Tau fluor counter: counter-screen for tau fibril formation inhibitors | tau K18 P301L Alexa594 fluorescence, heparin fibrillization | Potency, µM (titrated, usually from 57.7 µM), inactives show at the top dose activity change, negative = decrease | hit rate 0.93% among 280,000 | AID 1463; note: % is set by controls: 0 for no effect and ±100 for the full control effect; nearly all actives have a fitted effect of over 55% in size
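Human K18 P301L tau (15 uM unlabeled plus 0.24 uM Alexa 594-labeled, final) in 100 mM sodium acetate pH 7 was mixed with compound and 20 uM heparin and incubated 6 hr at 37 C.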
Tau fibril FP: inhibitors of human tau fibril formation; AID 1468; K18 P301L tau heparin fibrillization, Alexa594 FP, 6 h; Potency, µM (highest dose often 57.7 µM), for the others: top-dose activity, negative = inhibition, usual class: inhibitors; hit rate 0.39% among 280,000; P10636; note: % is set by controls: 0 for no effect and ±100 for the full control effect; nearly all actives have a fitted effect of over 55% in size
Target sequence (P10636 561-689 P618L limits assumed): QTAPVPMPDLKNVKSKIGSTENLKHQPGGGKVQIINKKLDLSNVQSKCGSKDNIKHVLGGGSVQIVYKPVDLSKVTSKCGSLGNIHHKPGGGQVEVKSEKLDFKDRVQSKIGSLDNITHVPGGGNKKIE
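Heparin (20 uM) drove fibril formation of recombinant tau K18 P301L, 15 uM unlabeled with 0.24 uM Alexa 594 label, for 6 hr at 37 C in 100 mM sodium acetate pH 7. Fluorescence polarization (555/632 nm) read 1 hr after 30 uM ThT.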
L3MBTL1 inh: L3MBTL1 (human) inhibition; AID 485360; AlphaScreen L3MBTL1–H3K9me1 peptide binding; hit rate 0.66% among 230,000; Q9Y468; Potency, µM (titrated, usually from 57.1 µM), for the others: top-dose activity, negative = inhibition, hits mostly inhibitors; note: % is set by controls: 0 for no effect and ±100 for the full control effect; nearly all actives have a fitted effect of over 60% in size
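Displacement of a biotinylated histone H3(1-15) peptide monomethylated at Lys9 (75 nM) from L3MBTL1 (50 nM) was measured by AlphaScreen after a 30 min room-temperature compound incubation; cefsulodin titration served as intraplate control.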
HTT cytoprotect: protects HTT-Q103 PC12 cells, measured by ATP | PC12 HTT-Q103 induced, cytoprotection, ATP luminescence, 40 h | AID 1471 | hit rate 0.14% among 230,000 | Potency, µM (top dose mostly 56.4 µM), inactives show cytoprotection (ATP increase), usual class: activators;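 note: % of control where 0% means no effect; nearly all actives have a fitted effect of over 45% in size; toxic huntingtin expression switched on by the ecdysone agonist tebufenozide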
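ATP quantification (ATPlite) reports survival of PC12 cells in which tebufenozide, 100 nM final, switches on Htt exon 1 with 103 glutamines linked to GFP; compounds are titrated.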
TR SRC2 fluor cs: alters Texas Red total fluorescence, flagging assay interference; TRb/SRC2 Texas Red total fluorescence interference; Potency, µM (series often up to 106 µM), inactives show at the highest dose fluorescence change, negative = quenching; hit rate 0.29% among 280,000; AID 1479; active = well fitted curve in either direction with a large enough effect; inconclusive = small, poorly fitted or top-dose-only effect; note: % is set by controls: 0 for no effect and ±100 for the full control effect
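Flags fluorescent or light-absorbing compounds by total fluorescence, S + 2P, at 555 nm excitation and 632 nm emission. Mixture: 20 nM Texas Red SRC2 peptide, 0.6 uM human TRb LBD, 1 uM T3, 5% DMSO; compound exposure 5 h at ambient temperature.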
Tau ThT inhib: tau fibrillization inhibition (ThT binding). recombinant tau K18 P301L (four-repeat tau fragment), heparin-induced fibrillization, ThT fluorescence. Potency, µM (doses to about 57.4 µM), for inactives: at the top dose activity, negative = inhibition, most hits filed as inhibitors. hit rate 2.1% among 270,000; note: % is set by controls: 0 for no effect and ±100 for the full control effect; nearly all actives have a fitted effect of over 55% in size
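Aggregation was driven by heparin (20 uM final) acting on recombinant tau […] bearing P301L in 100 mM sodium acetate pH 7; fibrils were detected with Thioflavin T.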
RECQ1 inh: inhibitors of human RECQ1 DNA helicase; P46063; RECQ1 DNA unwinding, red fluorescence kinetic read; Potency, µM (doses to about 57.3 µM), without a hit: at the top dose activity, negative = inhibition, most hits filed as inhibitors; hit rate 0.54% among 240,000; AID 2549;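 note: plate controls were vehicle for no effect and no enzyme for full effect; nearly all actives have a fitted effect of over 30% in size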
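50 nM RECQ1T1 preincubated 15 min with compound in Tris pH 8.0 buffer with MgCl2, DTT, Tween-20 and 2.5 ug/ml poly(dI-dC); started with 200 nM TAMRA/BHQ-2 forked duplex and 2 mM ATP. Unwinding read as fluorescence (525/598 nm), two reads 2 h apart.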
TRb SRC2 PPI: disrupts binding of human TR beta to SRC2; hit rate 0.065% among 280,000; TRbeta-SRC2 peptide binding, fluorescence polarization; receptor liganded with 1 µM T3; Potency, µM (doses to about 106 µM), inactives show top-dose activity change, negative = inhibition, actives largely listed as inhibitors;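 note: plate controls were bound peptide for no effect and peptide without receptor for full effect; nearly all actives have a fitted effect of over 50% in size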
Target sequence (P10828 whole entry, looked up): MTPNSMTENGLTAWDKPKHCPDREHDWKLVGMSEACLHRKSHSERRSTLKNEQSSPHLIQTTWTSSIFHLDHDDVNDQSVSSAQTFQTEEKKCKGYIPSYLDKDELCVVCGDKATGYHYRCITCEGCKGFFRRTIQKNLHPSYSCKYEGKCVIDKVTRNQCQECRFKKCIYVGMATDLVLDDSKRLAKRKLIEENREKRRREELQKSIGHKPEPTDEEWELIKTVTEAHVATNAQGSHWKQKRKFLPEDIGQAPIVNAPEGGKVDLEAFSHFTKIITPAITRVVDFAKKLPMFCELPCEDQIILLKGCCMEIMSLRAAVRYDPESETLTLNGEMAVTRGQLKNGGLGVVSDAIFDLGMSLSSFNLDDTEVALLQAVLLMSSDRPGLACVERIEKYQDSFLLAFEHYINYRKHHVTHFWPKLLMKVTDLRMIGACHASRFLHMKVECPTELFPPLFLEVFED
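Polarization signal, normalized between peptide-alone and full complex controls, measured compound effects on T3-liganded human TRb LBD (0.6 uM) binding 20 nM Texas Red SRC2 peptide after 5 hr.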
* = called active by the depositor; i = inactive; ? = inconclusive; / = no result given; [ ] = remark or other dose. Unless noted, calls come from the whole dose curve; as a rule, active = well fitted curve in the direction sought with a large enough effect; inconclusive = small, poorly fitted or top-dose-only effect, or another doubt; inactive = no such curve, though single readings can be large; an effect the other way counts as inactive or inconclusive. Potency is the fitted concentration of half-maximal effect.

SMILES	Tau fluor counter	Tau fibril FP	L3MBTL1 inh	HTT cytoprotect	TR SRC2 fluor cs	Tau ThT inhib	RECQ1 inh	TRb SRC2 PPI
Cc1cccc(NC(c2nnc(-c3ccccc3)o2)c2ccc(F)cc2Cl)c1C (configuration not stated)	-8%	3%	/	/	0%	-5%	/	3%
NC1=NC2(CCCCCC2)n2c(nc3ccccc32)N1	-8%	-1%	5%	-17%	-2%	-11%	-10%	0%
COCCCNC(=O)c1ccc(Cn2c(SCc3ccc(F)cc3)nc3cccnc32)cc1	-11%	0%	/	/	10%	0%	/	-4%
Cc1ccc(C)c(N2CCN(S(=O)(=O)c3ccc4c(c3)OCCO4)CC2)c1	-18%	3%	-3%	7%[10 µM]	-1%	?	-20%	-2%
COc1ccc(C(=O)NC(=S)Nc2ccccc2[N+](=O)[O-])cc1OC	-11%	-8%	3%[11.4 µM]	-37%[inhibitor]	2%	-10%	i	5%
CCN(CC)CCOC(=O)c1ccc(NC(=O)CNC(=O)C2CCCCC2)cc1	-3%	-7%	1%	-13%[10 µM]	1%	-5%	0%	2%
CC1CCN(C(=O)c2cc(F)c(F)cc2Cl)CC1	2%	-14%	5%	-2%[10 µM]	-3%	5%	-13%	-7%
Cc1ccc(-n2c(C)nnc2SCC(=O)N2CCc3ccccc3C2)cc1	-1%	7%	3%	4%[10 µM]	-23%	-5%	-4%	-1%
CC(C)CC(=O)N(c1ccc(F)cc1)C1C=CS(=O)(=O)C1 (configuration not stated)	-3%	-5%	3%	-29%	-5%	-1%	i	-2%
Cc1ccc(C)n1-c1sc2c(c1C(=O)O)CCCC2	-23%	?	?	/	-1%	?	13µM*	-2%

Looked up above:
In TRb SRC2 PPI, Cc1cccc(NC(c2nnc(-c3ccccc3)o2)c2ccc(F)cc2Cl)c1C (configuration not stated) has the entry 3%
In HTT cytoprotect, Cc1ccc(C)c(N2CCN(S(=O)(=O)c3ccc4c(c3)OCCO4)CC2)c1 has the entry 7%[10 µM]
In Tau fluor counter, Cc1ccc(C)n1-c1sc2c(c1C(=O)O)CCCC2 has the entry -23%
In TRb SRC2 PPI, CC1CCN(C(=O)c2cc(F)c(F)cc2Cl)CC1 has the entry -7%
In Tau fluor counter, COCCCNC(=O)c1ccc(Cn2c(SCc3ccc(F)cc3)nc3cccnc32)cc1 has the entry -11%
In Tau fluor counter, COc1ccc(C(=O)NC(=S)Nc2ccccc2[N+](=O)[O-])cc1OC has the entry -11%
In Tau ThT inhib, CCN(CC)CCOC(=O)c1ccc(NC(=O)CNC(=O)C2CCCCC2)cc1 has the entry -5%

More results.
SMILES	Tau fluor counter	Tau fibril FP	L3MBTL1 inh	HTT cytoprotect	TR SRC2 fluor cs	Tau ThT inhib	RECQ1 inh	TRb SRC2 PPI
O=C(CSc1nnc2scc(-c3ccc(Cl)cc3)n12)Nc1ccccc1F	-27%	6%	/	/	-3%	?	/	8%
CCCNC(=O)N1CCC(C(=O)c2cccc(F)c2)CC1	-2%	-1%	12%	2%	-3%	-1%	-8%	3%
Cc1ccc(S(=O)(=O)Nc2nc(-c3ccc(F)cc3)cs2)cc1	-15%	1%	-13%	-12%[10 µM]	-2%	-11%	1%	-9%
Cn1cccc1/C=C1\SC(=Nc2ccccc2)NC1=O	?	1%	-20%	-50%[inhibitor][10 µM]	-1%	13µM*	-4%	1%
CC(=O)[C@]1(O)Cc2c(O)c3c(c(O)c2[C@@H](O[C@H]2C[C@H](N)[C@H](O)[C@H](C)O2)C1)C(=O)c1ccccc1C3=O	?	?	/	-97%[inhibitor]	45µM*[fluorescent]	3.5µM*	28µM*	?
Cc1cc(C)n(-c2ccc(Cl)c(C(=O)Nc3ccc(OC(F)(F)F)cc3)n2)n1	1%	3%	1%	14%[10 µM]	-2%	-2%	i	-1%
COC(=O)c1c(C)[nH]c(C(=O)N2CCN(c3ccc(OC)cc3)CC2)c1C	-10%	3%	-9%	-45%[inhibitor][10 µM]	-1%	-11%	i	-2%
CCOC(=O)c1cnc2ccc(C(=O)OC)cc2c1Nc1cccc(C(=O)O)c1	-8%	-5%	6%	/	-2%	-7%	-4%	4%
CC(=O)Nc1ccc(NC(=O)C(C)c2cccc(C(=O)c3ccccc3)c2)cc1 (configuration not stated)	-22%	-9%	-9%	14%[10 µM]	0%	1%	-2%	-8%
Nc1oc2ccc(F)cc2c(=O)c1C=O	1%	0%	-4%	-15%[10 µM]	-1%	6%	8%	6%
O=C(O/N=C1/CCSc2ccccc21)c1ccccc1	-19%	-11%	27%	9%	2%	?	-18%	-19%
CCOC(=O)c1nnc(-c2ccccc2)nc1N1CCSCC1	-8%	-7%	?	-37%[inhibitor]	-1%	-10%	i	2%
O=C(Cn1ccc([N+](=O)[O-])n1)NCc1nc2ccccc2[nH]1	-14%	3%	/	-27%	0%	-11%	i	-4%
Cc1ccc(S(=O)(=O)NCC2(c3ccccc3)CCOCC2)cc1	-12%	-4%	/	-29%	4%	-2%	-15%	-1%
Cc1ccc(-n2c(=O)[nH]c3ncccc3c2=O)cc1	-11%	-12%	0%	7%[10 µM]	-4%	-2%	15%	6%
CNS(=O)(=O)c1cccc(C(=O)OCc2csc(-c3ccccc3)n2)c1	-26%	-1%	12%	-9%[10 µM]	-3%[53 µM]	-9%	1%	-2%[53 µM]
Cn1cc(/C=C/C(=O)N2CCCC(C(=O)c3ccc(C(C)(C)C)cc3)C2)cn1 (configuration not stated)	-3%	3%	-3%	24%[10 µM]	1%	-1%	-8%	-1%
CCOC(=O)C(NCCc1ccc(F)cc1)(NC(=O)CC)C(F)(F)F (configuration not stated)	1%	-1%	-2%	0%[10 µM]	0%	-3%	-4%	-1%
O=C(NCc1ccc(Cl)cc1)c1noc2c1CCCC2	-9%	-4%	/	-7%	-5%	1%	-2%	-2%
Cc1ccc(N=CC2=C(O)CC(c3ccc(Cl)cc3)CC2=O)cc1 (configuration not stated)	10%	6%	1%	-4%[0.074 µM]	0%	-13%	-2%	4%
CCN(CC)CCN1C(=O)C(=O)/C(=C(/O)c2ccc(OC(C)C)cc2)C1c1cccs1 (configuration not stated)	0%	-5%	1%	23%[10 µM]	0%	-6%	-5%	-7%
Cc1cn2c(=O)cc(COC(=O)COc3ccc(C)c(C)c3)nc2s1	-5%	4%	/	/	-1%	-8%	/	1%
CC(C(=O)Nc1ccccc1-c1ccccc1)N1CCN(C(=O)c2ccccc2)CC1 (configuration not stated)	-11%	-8%	1%	-31%[10 µM]	1%	-12%	2%	-2%
Cc1ccc(C(=O)N/C(=C\c2ccc3c(c2)OCO3)C(=O)Nc2ccc(C(=O)O)cc2)cc1	-3%	-1%	-4%	-15%	-2%	-5%	-7%	3%
Cn1ccc(=S)c2ccccc21	-4%	-14%	/	-35%[inhibitor]	-2%	?	0%	1%
Cn1cccc1/C=N/n1c(-c2ccc(Cl)cc2)n[nH]c1=S	-10%	-11%	?	4%[10 µM]	0%	-11%	-5%	-7%
CCOC(=O)C1=C(N)N(c2ccc(C)cc2)C2=C(C(=O)CCC2)C1c1cccs1 (configuration not stated)	-10%	2%	-13%	12%[0.074 µM]	-8%	-15%	i	-19%
O=C(NC1CC(=O)N(c2cccc(F)c2)C1)C1CC1 (configuration not stated)	1%	-6%	/	/	-2%	3%	/	-1%
COCCN1Cc2cccc(C(=O)Nc3ccc(C)c(C)c3)c2C1=O	-22%	-12%	/	-27%	-3%	-11%	-13%	-6%
Cc1ccccc1C(=O)Nc1cccc(C(=O)N/N=C/c2cc(Cl)cc([N+](=O)[O-])c2O)c1	?	7%	/	-8%	-1%	4µM*	i	-3%
COCCNC(=O)CN(C(=O)CCC(=O)Nc1ccccn1)c1ccc(F)c(Cl)c1	?	7%	1%	1%	-5%	6.3µM*	-7%	-1%
O=S(=O)(c1cc(Cl)sc1Cl)N1CCCC1	-8%	-2%	9%	6%[10 µM]	1%	-2%	-5%	-4%
COc1ccc(C2C(C#N)=C(C)NC3=C2C(=O)c2ccccc23)cc1 (configuration not stated)	-26%	-11%	/	6%	-7%	?	i	3%
COc1ccc(C(=O)NCc2oc(-c3ccccc3)cc2C(=O)O)cc1	3%	4%	-3%[11.4 µM]	-1%[0.074 µM]	0%	3%	i	-9%
O=C(c1cc(-c2cccs2)nc2ccccc12)N1CCN(c2ccccc2)CC1	-18%	2%	-23%	-8%[10 µM]	1%	-2%	-25%	-2%
Cc1cc(NCc2ccccc2Cl)n2nnnc2n1	12%	-2%	1%	3%[1.9 µM]	-1%	15%	-29%	-6%
CC(C)CNC(=O)c1ccc(NC(=O)c2cccs2)cc1	1%	5%	4%	/	0%	1%	3%	2%
CC1CN(C(=O)COC(=O)c2ccc(N)c([N+](=O)[O-])c2)CC(C)O1 (configuration not stated)	-6%	5%	1%	?	-1%	1%	11%	-9%
COC(=O)c1ccc(CNC(=O)CSc2nnc(COc3ccccc3)n2C)o1	-3%	-4%	-2%	-1%	1%	-4%	-11%	-2%
O=C(Nc1ccc(Sc2ccc(Br)cc2)cc1)c1ccco1	?	?	-1%	-41%[inhibitor]	0%	-2%	-13%	13%

An excerpt from above, showing only TR SRC2 fluor cs and Tau ThT inhib:
smiles	TR SRC2 fluor cs	Tau ThT inhib
O=S(=O)(c1cc(Cl)sc1Cl)N1CCCC1	1%	-2%
COc1ccc(C2C(C#N)=C(C)NC3=C2C(=O)c2ccccc23)cc1 (configuration not stated)	-7%	?
COc1ccc(C(=O)NCc2oc(-c3ccccc3)cc2C(=O)O)cc1	0%	3%

Not all compounds are listed; rates above refer to the full screens.
